# GPR151 activ = activators of human GPR151, primary screen, cell-based, PathHunter beta-arrestin, luminescence | AID 1508602, 2020 | 1% of 650,000 active | PathHunter beta-arrestin GPR151 cells | activation, % at 11.2 µM; in the data active = activation above about 4.9%;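 also: 0% = median of compound wells and 100% = cells with positive control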
# Target sequence (Q8TDV0 whole entry, looked up): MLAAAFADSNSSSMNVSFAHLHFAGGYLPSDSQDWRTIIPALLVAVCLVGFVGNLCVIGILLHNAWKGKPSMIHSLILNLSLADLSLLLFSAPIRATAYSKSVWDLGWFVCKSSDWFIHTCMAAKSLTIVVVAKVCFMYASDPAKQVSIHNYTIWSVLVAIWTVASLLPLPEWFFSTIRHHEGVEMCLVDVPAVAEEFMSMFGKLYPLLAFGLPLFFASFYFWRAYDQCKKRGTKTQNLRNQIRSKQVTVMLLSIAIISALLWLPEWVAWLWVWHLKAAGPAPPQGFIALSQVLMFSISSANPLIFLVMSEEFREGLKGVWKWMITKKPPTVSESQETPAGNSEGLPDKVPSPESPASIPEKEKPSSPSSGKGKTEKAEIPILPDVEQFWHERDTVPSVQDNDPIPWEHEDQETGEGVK
# TEAD-YAP inh = TEAD-YAP interaction inhibition, primary screen, TEAD-YAP interaction inhibitor project, luminescence, HEK-TIYL cells. TEAD-Gal4/YAP UAS-luciferase luminescence. inhibition, % at 9.12 µM. 1.4% of 640,000 active; in the data active = inhibition above about 32%;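 also: 0% = median of test compound wells and 100% = reference inhibitor wells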
# FBW7 act = FBW7 E3 ligase activators, primary screen, biochemical, AlphaScreen, human; F-box/WD repeat-containing protein 7 (Homo sapiens), Q969H0; AlphaScreen FBW7–phospho-cyclin E peptide binding, activator screen; normalized activity (activation), % at 26.1 µM; 0.13% of 650,000 active; AID 1259310, 2017; in the data active = normalized activity above about 1.9%;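 also: purified mutant Fbw7 with reduced substrate affinity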
# MITF inh = MITF inhibitors, primary screen, biochemical, AlphaScreen, human | 0.91% of 650,000 active | inhibition, % at 2.6 µM | Microphthalmia-associated transcription factor (Homo sapiens), O75030 | AlphaScreen MITF homodimerization, bead proximity signal | AID 1259374, 2018; in the data active = inhibition above about 50%;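 also: 0% = vehicle wells with protein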
# Target sequence (O75030 whole entry, looked up): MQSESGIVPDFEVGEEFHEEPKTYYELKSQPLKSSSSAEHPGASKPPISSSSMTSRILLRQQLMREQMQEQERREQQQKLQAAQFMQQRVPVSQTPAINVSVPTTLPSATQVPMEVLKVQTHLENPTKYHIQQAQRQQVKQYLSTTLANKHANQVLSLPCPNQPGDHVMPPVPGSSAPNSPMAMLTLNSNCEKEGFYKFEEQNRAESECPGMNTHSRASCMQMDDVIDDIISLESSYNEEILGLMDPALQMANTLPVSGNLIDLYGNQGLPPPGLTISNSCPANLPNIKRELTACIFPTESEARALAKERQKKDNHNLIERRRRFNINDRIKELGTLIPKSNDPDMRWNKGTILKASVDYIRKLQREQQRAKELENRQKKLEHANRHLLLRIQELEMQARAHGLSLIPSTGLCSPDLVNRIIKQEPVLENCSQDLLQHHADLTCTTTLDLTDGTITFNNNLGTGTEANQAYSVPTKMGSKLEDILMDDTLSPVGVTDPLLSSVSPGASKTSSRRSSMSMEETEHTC
# Numbers without * were called inactive. Not a hit list (roughly 3.4% active in at least one column).
compound	GPR151 activ	TEAD-YAP inh	FBW7 act	MITF inh
N#Cc1c(NC(=O)COc2ccc3ccccc3c2)sc2c1CCCC2	-1.6	7	0.1	19
O=C1C(Nc2cccc(O)c2)=C(N2CCOCC2)C(=O)c2ccccc21	1.0	-12	-0.1	1
C/C(=N\N=C1\NC(=O)C(CC(=O)Nc2ccc(Cl)cc2Cl)S1)C(C)C (stereo unspecified)	-2.3	4	0.0	-4
COC(=O)c1cc(OC)c(OC)cc1NC(=O)c1cc(OC)c(OC)c(OC)c1	0.0	8	-0.1	-12
CCOC(=O)c1c(C)c(C(=O)Nc2ccc(OC)cc2OC)c(C)n1CC	-0.7	46*	-0.3	-6
CCN(CC)S(=O)(=O)c1cccc(C(=O)Nc2ccc3c(c2)OCCO3)c1	0.0	-56	-0.2	-5
Cc1ccc(-c2nc(CN(C)C)cc(CN(C)C)c2O)cc1	-1.0	4	-0.1	-6
CCOc1cc(C#N)ccc1OCC(=O)NC(C)C	1.9	8	-0.2	7
Cc1cc2nnc(SCC(=O)Nc3sc4c(c3C#N)CCCCC4)n2c2ccccc12	5.9*	-2	0.1	12
C#CC(C)(CC)NC(=O)C(C)n1nc([N+](=O)[O-])c(Br)c1C (stereo unspecified)	-0.6	-4	-0.1	-5
CC(=O)c1c(C)[nH]c(C(=O)COC(=O)CCC(=O)c2ccc(C)cc2)c1C	0.9	1	-0.1	-5
CCOc1ccc(OCC)c(NC(=O)CN2CCC(n3nnc4cc(F)ccc43)CC2)c1	-0.9	-5	0.3	4
COc1ccc(CN2CCc3nnc(CCNC(=O)C(C)C)n3CC2)c(OC)c1C	-0.3	11	0.0	11
CC(C)Cn1cc(C(=O)NCCCN2CCOCC2)c2c3ccccc3n(C)c2c1=O	1.8	5	0.0	2
CCOc1ccc(NC(=O)CSc2nc(-c3ccccc3)cn2N)cc1	-0.7	-1	0.0	8

# Just FBW7 act, GPR151 activ and MITF inh (2 entries from above):
molecule	FBW7 act	GPR151 activ	MITF inh
Cc1ccc(-c2nc(CN(C)C)cc(CN(C)C)c2O)cc1	-0.1	-1.0	-6
CCOc1cc(C#N)ccc1OCC(=O)NC(C)C	-0.2	1.9	7

# Carrying on.
compound	GPR151 activ	TEAD-YAP inh	FBW7 act	MITF inh
O=C1C2C(c3ccccc3)C=CC(c3ccccc3)C2C(=O)N1CCO (stereo unspecified)	-0.3	-4	-0.5	6
NC(=O)c1cc(NC(=O)CNC(=O)c2cccc(Br)c2)cc(C(N)=O)c1	-0.7	1	0.1	-2
NC(=O)C1CCN(C(=O)c2cc(Cl)ccc2Cl)CC1	-1.0	11	0.1	7
C=C(C)C1CC=C(C)/C(=N/NC(=O)Cc2ccc(OC)cc2)C1 (stereo unspecified)	4.1	5	-0.1	-6
CCc1ccc(-c2ccc(C(=O)Oc3c(Br)cc([N+](=O)[O-])cc3Br)cc2)nc1	-2.4	1	-0.3	6
CC(=O)NC1=NN(C(C)=O)C(c2ccc(C)cc2)S1 (stereo unspecified)	0.3	-59	0.0	4
CC(C)Cc1ccc(-c2cc(C(=O)N/N=C/c3ccncc3)[nH]n2)cc1	0.2	45*	0.0	6
COc1ccccc1CN1CCC(C(=O)N2CCCC2)CC1	-1.3	-8	-0.1	45
CC1=C(C(N)=O)C(c2ccccn2)n2nc(-c3cccc(Cl)c3)nc2N1 (stereo unspecified)	0.0	5	0.1	-6
COc1ccc(/C(O)=C2\C(=N)N(c3cc(OC)ccc3OC)C3=C(C(=O)CCC3)C2c2ccc3c(c2)OCO3)cc1 (stereo unspecified)	-1.0	4	-0.2	-4
CC(C)C(Nc1cccc(Cl)c1)N1C(=O)CCC1=O (stereo unspecified)	0.4	5	-0.2	-19
CCOc1ccc(-c2csc(/C(C#N)=C/c3ccc(C)cc3)n2)cc1	0.8	-1	1.0	12
O=C(c1ccc(CS(=O)(=O)c2c(Cl)cccc2Cl)o1)N1CCCC1	0.9	-10	-0.5	8
O=C(Nc1cc2cccc([N+](=O)[O-])c2oc1=O)c1ccccc1[N+](=O)[O-]	0.3	0	0.0	7
COc1ccc(/C=C/C(=O)Nc2ccc(N3CCOCC3)c(Cl)c2)cc1	1.9	2	0.4	1

# (list continues)
compound	GPR151 activ	TEAD-YAP inh	FBW7 act	MITF inh
Cc1ccc(NC(=O)c2cc([N+](=O)[O-])ccc2Cl)nc1	2.5	-2	-0.1	8
Cc1ccc(C(=O)Oc2cccc(NC(=O)c3ccc(Br)cc3)c2)cc1S(=O)(=O)N1CCOCC1	-0.7	-10	0.5	10
O=C(CC(O)(C(F)(F)F)C(F)(F)F)Nc1cccc2ccccc12	0.1	9	0.0	7
Cc1ccc(C(=O)N/N=C/c2nc3ccccc3n2C)cc1	-0.2	1	-0.1	-3
CCc1c(C(=O)N2CCCCC2)[nH]c(C)c1C(C)=O	-1.2	4	0.0	-1
O=C(Nc1ccccc1)c1cc2cc(Br)ccc2oc1=Nc1cccc(C(F)(F)F)c1	-1.1	-13	-0.1	2
CN(C)S(=O)(=O)c1ccc(C(=O)OCc2ccc([N+](=O)[O-])cc2)cc1	0.9	2	0.1	8
c1cncc(-c2cccc(OC3CCN(c4ncnc5nc[nH]c45)CC3)c2)c1	-1.5	10	0.4	21
Cc1ccc2nc(SCCC(=O)O)cc(C)c2c1	-0.3	3	0.2	15
CC(C)CCC(C(=O)O)C(C)CC(=O)NNc1ccccc1 (stereo unspecified)	0.2	0	0.1	5
COc1ccc(C2NC(=S)NC(C)=C2C(=O)Nc2ccc(C)cc2C)cc1OC (stereo unspecified)	0.5	-4	0.0	5
CC(C)=C1C2C=CC1C1C(=O)N(c3cccc(Cl)c3)C(=O)C21 (stereo unspecified)	-0.4	-1	0.5	-2
CCN1C(=O)/C(=C\c2ccc(Cl)cc2Cl)C(C(=O)OC)=C1C	-2.5	1	0.1	16
COC(=O)c1ccc(C2C3=C(CC(C)(C)CC3=O)N(c3ccc(Cl)cc3)C3=C2C(=O)CC(C)(C)C3)cc1	-1.6	-4	0.0	-1
CC(=O)c1ccc(N(CC(=O)N2CCCCC2C)S(=O)(=O)c2ccc(C)cc2)cc1 (stereo unspecified)	0.6	16	0.4	-1

# Part of the list above in order of length of the SMILES, descending:
compound	GPR151 activ	TEAD-YAP inh	FBW7 act	MITF inh
CN(C)S(=O)(=O)c1ccc(C(=O)OCc2ccc([N+](=O)[O-])cc2)cc1	0.9	2	0.1	8
CCN1C(=O)/C(=C\c2ccc(Cl)cc2Cl)C(C(=O)OC)=C1C	-2.5	1	0.1	16
O=C(CC(O)(C(F)(F)F)C(F)(F)F)Nc1cccc2ccccc12	0.1	9	0.0	7
Cc1ccc(NC(=O)c2cc([N+](=O)[O-])ccc2Cl)nc1	2.5	-2	-0.1	8
CCc1c(C(=O)N2CCCCC2)[nH]c(C)c1C(C)=O	-1.2	4	0.0	-1

# Continued:
compound	GPR151 activ	TEAD-YAP inh	FBW7 act	MITF inh
CC(=O)Cn1c(C(=O)O)c(NC(C)=O)c2ccccc21	-0.3	5	0.1	14
Cc1cccc(C)c1NC(=O)C(=O)NCCc1c[nH]c2ccccc12	-0.1	7	0.2	7
CCOC(=O)c1ccc(N2NC(=O)/C(=C/c3ccc(O)c(OCC)c3)C2=O)cc1	0.6	13	0.1	14
COc1ccccc1C(=O)Nc1ccc2oc(-c3ccc(F)cc3Cl)nc2c1	-0.6	-4	-0.1	2
Cc1cc(C)cc(NC(=O)c2ccc(NC(=O)C3C4CC5OC(=O)C3C5C4)cc2)c1 (stereo unspecified)	-1.4	3	-0.1	4
CCOc1ccccc1C1CC(c2ccc(Cl)cc2)Nc2nc(N)nn21 (stereo unspecified)	-1.2	-11	0.0	-1
COc1cc2c(cc1OC)C(c1ccc(C(=O)O)cc1)NCC2 (stereo unspecified)	1.0	2	0.0	3
COc1ccc(OCC(=O)Nc2ccc(-n3nncc3-c3ccc(OC)cc3)cc2)cc1	0.9	10	0.0	-8
CCCOc1ccc(/C(O)=C2/C(=O)C(=O)N(Cc3cccnc3)C2c2ccc(Br)cc2)c(C)c1 (stereo unspecified)	0.3	-2	-0.1	1
O=C1NC(=O)N(Cc2ccc(F)cc2)C(=O)/C1=C\c1cccc2ccccc12	-2.4	-3	-0.5	17
Cc1cccc(NC(=O)CN2C(=O)CC(C)Sc3ccccc32)c1 (stereo unspecified)	1.3	10	-0.1	-5
CN(C)/C=C(\C#N)N1CCCC1=O	0.8	1	0.0	8
Cc1ccnc(NS(=O)(=O)c2ccc(NC(=O)C3CCCCC3C(=O)O)cc2)n1 (stereo unspecified)	-0.2	8	-0.1	18
OC(c1ccccc1)C(CN1CCOCC1)c1ccccc1 (stereo unspecified)	-1.0	1	-0.1	-3
CC(C)CN(CC(C)C)S(=O)(=O)c1ccc(C(=O)Nc2ccccc2F)cc1	1.5	-7	0.3	-6

# Single entries from the entries so far:
# O=C1NC(=O)N(Cc2ccc(F)cc2)C(=O)/C1=C\c1cccc2ccccc12 – TEAD-YAP inh: -3
# CCOc1ccccc1C1CC(c2ccc(Cl)cc2)Nc2nc(N)nn21 (stereo unspecified) – MITF inh: -1
# COc1ccc(OCC(=O)Nc2ccc(-n3nncc3-c3ccc(OC)cc3)cc2)cc1 – FBW7 act: 0.0
# Cc1ccnc(NS(=O)(=O)c2ccc(NC(=O)C3CCCCC3C(=O)O)cc2)n1 (stereo unspecified) – MITF inh: 18
# Cc1cccc(C)c1NC(=O)C(=O)NCCc1c[nH]c2ccccc12 – TEAD-YAP inh: 7

# Additional results follow:
compound	GPR151 activ	TEAD-YAP inh	FBW7 act	MITF inh
CC1CCN(c2nc3c(N)ncnc3n2C2OC(CO)C(O)C2O)CC1 (stereo unspecified)	-0.6	10	0.5	16
CCOC(=O)N1CCC(NC(=O)c2ccc3nc(N4CCCCC4)sc3c2)CC1	-0.9	-12	-0.2	-4
CN1C(=O)C(C)(C)COc2cc(NC(=O)Nc3ccc4c(c3)OCO4)ccc21	-0.9	-55	-0.5	8
Cc1ccc(CNc2ccc3ncc(-c4ccc(N)cc4)n3n2)c(C)c1	2.4	-8	-0.2	-4
Cc1ccc(S(=O)(=O)n2nc(OC(=O)c3cccc4ccccc34)cc2N)cc1	0.5	-3	0.1	18
O=C(Nc1sc2c(c1-c1nc3ccccc3s1)CCCC2)c1ccc(S(=O)(=O)N2CCCCC2)cc1	0.6	-3	-0.1	-8
COC(=O)C(C(C)C)N1C(=O)C2C3C=CC(C3)C2C1=O (stereo unspecified)	0.2	-14	0.2	16
O=C(O)c1cccc(CN2C(=O)SC(Nc3ccc(Br)cc3)C2=O)c1 (stereo unspecified)	0.1	2	-0.2	12
CCC(C)NC(=O)c1csc2c1CCCC2 (stereo unspecified)	0.0	-6	0.0	-3
CC(C)N(Cc1cnn(C)c1)c1nc2nonc2nc1NC1CCCC1	-0.6	-5	0.1	11
COc1ccccc1-c1nc2cc(NC(=O)c3ccc(F)cc3)ccc2o1	-0.5	4	-0.1	0
Cc1ccc(NC(=O)Nc2nnc(CC(=O)NCc3ccccc3)s2)cc1	-1.7	-10	0.1	1
O=Cc1ccccc1-c1ccc(NCCc2ccccn2)nc1	0.1	-53	-0.1	19
O=C(CN1C(=O)CCSc2ccccc21)Nc1cccc(Cl)c1	0.6	5	0.1	8
O=C(NCCc1nnc2n1CCN(Cc1cc3c(cc1Cl)OCO3)CC2)c1ccoc1	0.5	13	0.1	1

# More results follow:
compound	GPR151 activ	TEAD-YAP inh	FBW7 act	MITF inh
NNc1nc(NN)nc(Nc2cccc3ccccc23)n1	-1.4	3	-0.2	51*
Cc1cc(I)ccc1NC(=O)c1cccc(F)c1	1.6	-8	0.0	-6
CCN(CC(=O)Nc1ccc(OC)cc1)CC(=O)Nc1ccc(C(N)=O)cc1	-0.7	10	0.0	1
CC(=O)c1c(C)[nH]c(C(=O)OCC(=O)N(Cc2ccccc2)C(C)(C)C)c1C	-0.2	-6	-0.1	11
O=[N+]([O-])c1ccc(SNc2ccccn2)cc1	-2.1	12	-0.1	-7
O=C(Nc1ccc2[nH]ncc2c1)[C@H]1CC[C@H](NC(=O)[C@H](O)c2ccccc2Cl)C1	-1.8	-12	0.4	-2
CCCCCN1COc2ccc3c(C)cc(=O)oc3c2C1	-0.6	-5	0.8	19
CC1=NN(C)c2nc([N+](=O)[O-])nn2CC1	-0.2	-3	0.1	-21
O=C(NCCCO)/C(=C/c1ccccc1)NC(=O)c1cccc(Br)c1	0.8	7	-0.2	-4
COc1cc(C=C2C(=O)N(C)C(=O)N(C)C2=O)cc(I)c1OC	-0.9	-17	0.0	25
COc1ccc2[nH]cc(NC(=O)NC(C)CCc3ccco3)c(=O)c2n1 (stereo unspecified)	0.0	-5	1.1	12
COC(=O)C1=C(C)NC2=C(C(=O)CC(c3ccc(Cl)cc3)C2)C1c1ccc([N+](=O)[O-])cc1 (stereo unspecified)	0.0	13	0.3	2
Nc1nonc1-c1noc(C2CCCC2)n1	-1.5	-6	0.6	16
COC(=O)c1cc(S(=O)(=O)Nc2ccc(C)c(F)c2)c[nH]1	-1.3	6	0.0	-10
Nc1cc(=O)[nH]c(SCC(=O)Nc2ccccc2Sc2ccccc2)n1	0.7	-4	0.0	4

# Bioassay records: PubChem, The Scripps Research Institute Molecular Screening Center
